CHOP inhibitor – inhibitors of CHOP promoter induction, primary screen, cell-based, unfolded protein response, luciferase reporter | CHO-K1 CHOP-promoter luciferase, tunicamycin-induced, 15-18 h | inhibition, % at 10 µM | actives 3.8% (n = 220,000) | AID 2732, 2010;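 active = compounds that reduced the stress-induced luciferase reporter signal by more than about 70% of percent inhibition, limit read from the data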;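 also: 0% = tunicamycin plus vehicle and 100% = wells without tunicamycin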
S1P4 ag – S1P4 receptor agonists, primary screen, cell-based. Sphingosine 1-phosphate receptor 4 (Homo sapiens), O95977. S1P4-expressing cell line, agonist reporter assay. activation, % at 4.98 µM. actives 0.35% (n = 220,000); in the data active = activation above about 11%;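 also: 0% = DMSO vehicle and 100% = reference agonist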
NPY-Y1 PAM-ag – NPY-Y1 receptor potentiators or agonists, primary screen, cell-based; actives 0.37% (n = 220,000); AID 1304, 2008; NPY-Y1 expressing cells, potentiator/agonist activation; activation, % at 3.6 µM; in the data active = activation above about 33%, passing the limit was not always enough;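 also: cells stimulated with NPY at EC10 then isoproterenol at EC100; 0% = low agonist plus stimulus and 100% = saturating agonist plus stimulus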
NPY2 pot ag – NPY-Y2 potentiators or agonists, primary screen, cell-based; actives 0.45% (n = 220,000); activation, % at 3.6 µM; Neuropeptide Y receptor type 2 (Homo sapiens), P49146; cells expressing NPY-Y2, potentiator/agonist read-out; AID 1359, 2008; in the data active = activation above about 27%;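 also: cells stimulated with NPY near EC25 plus isoproterenol at EC100; 0% = vehicle plus submaximal agonist and 100% = vehicle plus saturating agonist; some results beyond the cut were filed as inactive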
Target sequence (P49146 whole entry, looked up): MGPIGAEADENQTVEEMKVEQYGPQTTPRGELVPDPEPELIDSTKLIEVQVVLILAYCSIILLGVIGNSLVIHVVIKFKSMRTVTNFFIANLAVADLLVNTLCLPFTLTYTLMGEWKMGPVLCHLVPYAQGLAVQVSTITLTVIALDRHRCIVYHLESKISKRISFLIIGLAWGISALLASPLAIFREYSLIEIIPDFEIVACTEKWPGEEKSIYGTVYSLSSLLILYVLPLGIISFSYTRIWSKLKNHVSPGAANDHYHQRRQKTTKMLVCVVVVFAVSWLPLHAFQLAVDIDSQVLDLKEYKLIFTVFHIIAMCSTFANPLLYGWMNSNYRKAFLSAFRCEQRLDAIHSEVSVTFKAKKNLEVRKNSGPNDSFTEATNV
Ba/F3 V617F tox – reduced viability of JAK2V617F-dependent Ba/F3 cells, primary screen, JAK2V617F inhibitor project, cell-based, Ba/F3 EpoR-JAK2V617F, luminescence; ATP luminescence; inhibition, % at 5.6 µM; actives 1.1% (n = 220,000); AID 1446, 2008;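 active = inhibition above the campaign mean plus 3 SD over all tested compounds, cut at about 24% in these data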;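 also: cytokine-independent growth of Ba/F3 cells driven by EpoR plus mutant JAK2; 0% = DMSO-treated cells and 100% = JAK inhibitor I control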
NPY Y1 blocker – NPY-Y1 receptor antagonists, primary screen, cell-based. Neuropeptide Y receptor type 1 (Homo sapiens), P25929. HEK293-CNG Y1 cells, membrane potential fluorescence; NPY at EC95, then isoproterenol. inhibition, % at 3.6 µM. actives 1% (n = 200,000);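 active = inhibition above the campaign mean inhibition of all tested compounds plus 3 SD, cut at about 20% in these data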;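 also: 0% = DMSO wells given NPY plus isoproterenol and 100% = isoproterenol alone without NPY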
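Test system: HEK293 cells co-expressing NPY Y1 receptor and cyclic-nucleotide gated channel; Also added: NPY (25 nM), isoproterenol (1 µM), Ro 20-1724 (25 µM); Compound dosing: one concentration, 3.6 µM, in 0.4% DMSO; Timing: dye 3 h, compound 60 min room temperature, stimulation 45 min; Technique: Membrane-potential fluorescent dye readout.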
p47phox inh – p47phox/p22phox peptide binding inhibitors, primary screen, biochemical, uHTS, NADPH oxidase regulatory subunit. Neutrophil cytosol factor 1 (Homo sapiens), P14598. fluorescence polarization, 2 h. inhibition, % at 24.7 µM. actives 0.53% (n = 220,000). AID 1274, 2008;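 active = inhibition above about 30%, limit read from the data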;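 also: 0% = p47phox with labelled peptide and 100% = labelled peptide alone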
Target sequence (P14598 whole entry, looked up): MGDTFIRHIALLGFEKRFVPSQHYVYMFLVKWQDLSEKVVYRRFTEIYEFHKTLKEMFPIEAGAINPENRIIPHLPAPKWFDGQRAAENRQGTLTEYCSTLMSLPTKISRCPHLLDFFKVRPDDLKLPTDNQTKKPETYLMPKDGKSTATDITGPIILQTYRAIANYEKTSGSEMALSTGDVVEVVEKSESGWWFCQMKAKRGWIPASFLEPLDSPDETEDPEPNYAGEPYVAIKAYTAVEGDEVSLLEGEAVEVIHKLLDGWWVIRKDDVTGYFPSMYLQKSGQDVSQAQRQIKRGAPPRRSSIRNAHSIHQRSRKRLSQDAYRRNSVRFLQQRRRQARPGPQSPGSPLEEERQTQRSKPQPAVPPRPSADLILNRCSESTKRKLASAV
S1P4 antagonist – S1P4 receptor antagonists, primary screen, cell-based. S1P4-expressing cells, antagonist mode, reporter read-out. inhibition, % at 4.98 µM. AID 1510, 2009. actives 0.26% (n = 220,000); in the data active = inhibition above about 29%;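 also: 0% = wells stimulated with agonist and 100% = vehicle wells without agonist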
BaF3 parental – parental Ba/F3 cell viability inhibition, counter-screen for JAK2V617F inhibitor project, murine pro-B, CellTiter-Glo luminescence. CellTiter-Glo ATP luminescence. inhibition, % at 5.6 µM. actives 1.1% (n = 220,000). AID 1486, 2009;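 active = inhibition above a per-campaign cutoff, the mean inhibition of all tested compounds plus 3 SD, cut at about 27% in these data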;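 also: 0% = DMSO wells and 100% = JAK Inhibitor I control wells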
* hit, by the source's call.

`COc1cc(C(=O)NCc2cc(C)nc3ccccc23)cc(OC)c1OC` gave CHOP inhibitor 12, S1P4 ag 1.5, NPY-Y1 PAM-ag -6, NPY2 pot ag 3, Ba/F3 V617F tox -1, NPY Y1 blocker -2, p47phox inh -5, S1P4 antagonist -10 and BaF3 parental 11.
COc1cc(NC(=O)Cc2nn(C)c(=O)c3ccccc23)cc(OC)c1OC was read as CHOP inhibitor 42, S1P4 ag -0.8, NPY-Y1 PAM-ag -13, NPY2 pot ag 13, Ba/F3 V617F tox -3, NPY Y1 blocker 2, p47phox inh -12, S1P4 antagonist -3 and BaF3 parental 7.
`CCn1nc(-c2ccccc2)c2nc3ccccc3nc21` gave CHOP inhibitor 59, S1P4 ag 0.9, NPY-Y1 PAM-ag 4, NPY2 pot ag -1, Ba/F3 V617F tox 1, NPY Y1 blocker 6, p47phox inh -5, S1P4 antagonist -5 and BaF3 parental 1.
`CCOC(=O)COc1cccc2c(=O)n(CC(=O)NCCc3ccc(OC)c(OC)c3)ccc12` gave CHOP inhibitor -5, S1P4 ag 0.8, NPY-Y1 PAM-ag 24, NPY2 pot ag 4, Ba/F3 V617F tox 1, NPY Y1 blocker -1, p47phox inh -3, S1P4 antagonist 0 and BaF3 parental 1.
For O=C(Nc1ccc(N2C(=O)C3C4C=CC(C4)C3C2=O)cc1)Nc1nnc(C(F)(F)F)s1 (centres undefined) the results were CHOP inhibitor 61, S1P4 ag -1.2, NPY-Y1 PAM-ag 7, NPY2 pot ag 16, Ba/F3 V617F tox 1, NPY Y1 blocker 0, p47phox inh -15, S1P4 antagonist -13 and BaF3 parental 9.
Screening Cc1ccc(C(CC(=O)NCc2ccco2)c2ccccc2)c(O)c1 (centres undefined) returned CHOP inhibitor 19, S1P4 ag -4.2, NPY-Y1 PAM-ag 11, NPY2 pot ag 3, Ba/F3 V617F tox -1, NPY Y1 blocker 4, p47phox inh -8, S1P4 antagonist -1 and BaF3 parental 5.
`COc1ccc(/C(C)=N/OC/C(O)=C(\C#N)c2nc3ccccc3[nH]2)cc1` gave CHOP inhibitor 15, S1P4 ag -0.1, NPY-Y1 PAM-ag -10, NPY2 pot ag -8, Ba/F3 V617F tox 4, NPY Y1 blocker 1, p47phox inh -8, S1P4 antagonist 4 and BaF3 parental 7.
Cc1ccc(C)c(-c2cc(C(=O)Nc3sc(C)c(C)c3C(N)=O)c3ccccc3n2)c1 was read as CHOP inhibitor 67, S1P4 ag 0.8, NPY-Y1 PAM-ag -7, NPY2 pot ag -19, Ba/F3 V617F tox 4, NPY Y1 blocker 8, p47phox inh -46, S1P4 antagonist -13 and BaF3 parental 4.
`NC(=S)Nc1ccc(F)cc1F` gave CHOP inhibitor 3, S1P4 ag -0.1, NPY-Y1 PAM-ag 3, NPY2 pot ag 1, Ba/F3 V617F tox 2, p47phox inh 2, S1P4 antagonist 0 and BaF3 parental -2.
Screening CC(=O)c1cn(C)c(=O)c2ccccc12 returned CHOP inhibitor 1, S1P4 ag 1.2, NPY-Y1 PAM-ag 18, NPY2 pot ag -10, Ba/F3 V617F tox -4, p47phox inh -11, S1P4 antagonist 1 and BaF3 parental -2.
CCn1ccnc1[C@@H]1C[C@H]2CN(Cc3ccccc3OC)C(=O)[C@]23CCCN13 was read as CHOP inhibitor 9, S1P4 ag -3.0, NPY-Y1 PAM-ag 12, NPY2 pot ag -5, Ba/F3 V617F tox -1, NPY Y1 blocker 6, p47phox inh 7, S1P4 antagonist -1 and BaF3 parental -3.
For S=c1nc(-c2ccccc2)[nH]c2ccccc12 the results were CHOP inhibitor -23, S1P4 ag -0.8, NPY-Y1 PAM-ag -9, NPY2 pot ag 5, Ba/F3 V617F tox -4, NPY Y1 blocker -2, p47phox inh -4, S1P4 antagonist -11 and BaF3 parental 2.
`COc1ccccc1N(CC(=O)N/N=C/c1ccc(OCC(=O)NCc2ccco2)cc1)S(=O)(=O)c1ccc(C)cc1` gave CHOP inhibitor 28, S1P4 ag -0.4, NPY-Y1 PAM-ag -30, NPY2 pot ag -23, Ba/F3 V617F tox -1, NPY Y1 blocker 2, p47phox inh -30, S1P4 antagonist -1 and BaF3 parental 3.
For COc1ccccc1C(=O)Nc1ccc(N2CCN(C(C)=O)CC2)cc1 the results were CHOP inhibitor 77*, S1P4 ag 2.0, NPY-Y1 PAM-ag 13, NPY2 pot ag 5, Ba/F3 V617F tox 2, NPY Y1 blocker -5, p47phox inh -1, S1P4 antagonist 0 and BaF3 parental 5.
`Cc1cc(C)cc(Oc2nn[nH]n2)c1` gave CHOP inhibitor -9, S1P4 ag -4.3, NPY-Y1 PAM-ag -21, NPY2 pot ag -34, Ba/F3 V617F tox 8, NPY Y1 blocker 5, p47phox inh 1, S1P4 antagonist -2 and BaF3 parental 11.
CCS(=O)(=O)n1nc(-c2ccc(Cl)cc2)nc1SCc1ccccc1 was read as CHOP inhibitor 8, S1P4 ag 1.6, NPY-Y1 PAM-ag -10, NPY2 pot ag 1, Ba/F3 V617F tox -2, NPY Y1 blocker 14, p47phox inh -1, S1P4 antagonist -9 and BaF3 parental 3.
CCCN1C2CCCC1CC(NC(=O)c1ccccc1OCC)C2 (centres undefined) was read as CHOP inhibitor -13, S1P4 ag 0.4, NPY-Y1 PAM-ag -22, NPY2 pot ag 7, Ba/F3 V617F tox -3, NPY Y1 blocker -11, p47phox inh 16, S1P4 antagonist -25 and BaF3 parental -1.
O=C1CCC(=O)N1CCCCCc1nc(-c2ccccc2)no1 was read as CHOP inhibitor -30, S1P4 ag -0.8, NPY-Y1 PAM-ag -11, NPY2 pot ag 5, Ba/F3 V617F tox -4, NPY Y1 blocker 2, p47phox inh -10, S1P4 antagonist -11 and BaF3 parental 1.
CCOC(=O)c1sc(NC(=O)/C=C/c2cnn(C)c2C)c(C(=O)OCC)c1C was read as CHOP inhibitor 46, S1P4 ag -0.6, NPY-Y1 PAM-ag 5, NPY2 pot ag 10, Ba/F3 V617F tox 3, NPY Y1 blocker 3, p47phox inh -6, S1P4 antagonist -8 and BaF3 parental 3.
O=C(NCC(c1ccc(F)cc1)N1CCOCC1)c1ccc(Br)o1 (centres undefined) was read as CHOP inhibitor 7, S1P4 ag 2.1, NPY-Y1 PAM-ag 22, NPY2 pot ag 8, Ba/F3 V617F tox -3, NPY Y1 blocker 12, p47phox inh -10, S1P4 antagonist 2 and BaF3 parental -2.
CN(Cc1ccccc1)S(=O)(=O)c1cccc2cccnc12 was read as CHOP inhibitor 7, S1P4 ag 0.7, NPY-Y1 PAM-ag 1, NPY2 pot ag -3, Ba/F3 V617F tox 0, NPY Y1 blocker 9, p47phox inh 5, S1P4 antagonist 6 and BaF3 parental 4.
`O=C(NCC1CCCO1)C1CCN(S(=O)(=O)c2cccc3cccnc23)CC1` (centres undefined) gave CHOP inhibitor 6, S1P4 ag -0.2, NPY-Y1 PAM-ag 11, NPY2 pot ag 1, Ba/F3 V617F tox -3, NPY Y1 blocker 3, p47phox inh -9, S1P4 antagonist -10 and BaF3 parental 3.
For Cc1ccc2[nH]c(=O)c(C(c3nnnn3CCc3ccccc3)N3CCOCC3)cc2c1 (centres undefined) the results were CHOP inhibitor 33, S1P4 ag 2.9, NPY-Y1 PAM-ag -5, NPY2 pot ag -9, Ba/F3 V617F tox 7, NPY Y1 blocker 3, p47phox inh -10, S1P4 antagonist -6 and BaF3 parental 11.
For CC(C)CC(=O)NC(=S)Nc1ccc(S(=O)(=O)N2CCCC2)cc1 the results were CHOP inhibitor 12, S1P4 ag 1.4, NPY-Y1 PAM-ag -16, NPY2 pot ag -6, Ba/F3 V617F tox 4, NPY Y1 blocker -2, p47phox inh -11, S1P4 antagonist -12 and BaF3 parental 13.
Cc1cc2cc(CNC(=O)COc3ccccc3)ccc2n1C was read as CHOP inhibitor 8, S1P4 ag 8.5, NPY-Y1 PAM-ag -12, NPY2 pot ag -10, Ba/F3 V617F tox -2, p47phox inh -10, S1P4 antagonist 5 and BaF3 parental 0.
COc1ccc(-n2c(SCc3ccc([N+](=O)[O-])cc3)nnc2-c2ccc(C)cc2)cc1 was read as CHOP inhibitor 22, S1P4 ag -0.5, NPY-Y1 PAM-ag -42, NPY2 pot ag -9, Ba/F3 V617F tox 4, NPY Y1 blocker 8, p47phox inh -6, S1P4 antagonist -8 and BaF3 parental 5.
For Cc1ccc(NC(=S)/C(=C(\[O-])c2ccc(Cl)s2)[n+]2cccc(CO)c2)cc1C the results were CHOP inhibitor 3, S1P4 ag 0.1, NPY-Y1 PAM-ag 2, NPY2 pot ag 4, Ba/F3 V617F tox 3, NPY Y1 blocker 2, p47phox inh -5, S1P4 antagonist -2 and BaF3 parental 10.
Screening CC1CCCN(c2nc3ccsc3c(=O)s2)C1 (centres undefined) returned CHOP inhibitor 55, S1P4 ag 2.4, NPY-Y1 PAM-ag -33, NPY2 pot ag -15, Ba/F3 V617F tox 3, NPY Y1 blocker 12, p47phox inh -3, S1P4 antagonist 5 and BaF3 parental 0.

Random excerpt: 4 records from the list
`COc1cc(C(=O)NCc2cc(C)nc3ccccc23)cc(OC)c1OC` gave CHOP inhibitor 12, S1P4 ag 1.5, NPY-Y1 PAM-ag -6, NPY2 pot ag 3, Ba/F3 V617F tox -1, NPY Y1 blocker -2, p47phox inh -5, S1P4 antagonist -10 and BaF3 parental 11.
For Cc1ccc2[nH]c(=O)c(C(c3nnnn3CCc3ccccc3)N3CCOCC3)cc2c1 (centres undefined) the results were CHOP inhibitor 33, S1P4 ag 2.9, NPY-Y1 PAM-ag -5, NPY2 pot ag -9, Ba/F3 V617F tox 7, NPY Y1 blocker 3, p47phox inh -10, S1P4 antagonist -6 and BaF3 parental 11.
COc1cc(NC(=O)Cc2nn(C)c(=O)c3ccccc23)cc(OC)c1OC was read as CHOP inhibitor 42, S1P4 ag -0.8, NPY-Y1 PAM-ag -13, NPY2 pot ag 13, Ba/F3 V617F tox -3, NPY Y1 blocker 2, p47phox inh -12, S1P4 antagonist -3 and BaF3 parental 7.
O=C1CCC(=O)N1CCCCCc1nc(-c2ccccc2)no1 was read as CHOP inhibitor -30, S1P4 ag -0.8, NPY-Y1 PAM-ag -11, NPY2 pot ag 5, Ba/F3 V617F tox -4, NPY Y1 blocker 2, p47phox inh -10, S1P4 antagonist -11 and BaF3 parental 1.

Screening data from PubChem BioAssay.
